# APJ agonist: APJ receptor agonism. activation, % at 20 µM. P35414. AID 2520. hit rate 0.11% among 330,000. CHO-K1 APJ PathHunter beta-arrestin, luminescence; 0% DMSO wells, 100% apelin;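 active = activation more than six SD over the plate average, tested at 20 µM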;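 note: 0% = DMSO alone and 100% = apelin-13 at 10 nM; some results filed as inactive read as strong as hits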
# Target sequence (P35414 whole entry, looked up): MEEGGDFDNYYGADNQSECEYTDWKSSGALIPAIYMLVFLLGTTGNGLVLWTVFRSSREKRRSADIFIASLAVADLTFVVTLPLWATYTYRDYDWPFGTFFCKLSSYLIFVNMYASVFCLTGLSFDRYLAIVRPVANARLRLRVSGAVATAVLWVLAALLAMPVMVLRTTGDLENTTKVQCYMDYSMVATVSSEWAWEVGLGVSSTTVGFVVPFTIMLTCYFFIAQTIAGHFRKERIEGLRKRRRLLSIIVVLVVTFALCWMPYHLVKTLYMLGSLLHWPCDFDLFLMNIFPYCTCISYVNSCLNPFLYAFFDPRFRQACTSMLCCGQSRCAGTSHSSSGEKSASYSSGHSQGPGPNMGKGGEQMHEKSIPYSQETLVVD
#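 Assay system: engineered CHO-K1 APJ arrestin reporter cells; Amount: 1000 CHO-K1 reporter cells seeded per well; Dosing: one dose, 20 µM compound, 1% DMSO; Times: compound stimulation 90 min at 25 °C, detection 60 min; Measured by: luminescent beta-gal fragment complementation, chemiluminescent substrate; Read-out: APJ–arrestin association signal; Controls: DMSO vs Apelin-13 10 nM.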
# APJ antag: antagonists of human APJ apelin receptor; P35414; CHO-K1 APJ beta-arrestin complementation, luminescence; inhibition, % at 20 µM; hit rate 0.32% among 330,000;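 active = inhibition above about 40% at 20 µM, limit read from the data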;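 note: cells challenged with 10 nM apelin-13 agonist together with compound; plate controls were apelin-13 plus DMSO wells for no effect and DMSO wells lacking apelin-13 for full effect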
# XBP1 UPR activ: activators of adaptive arm of unfolded protein response (XBP1); AID 463104; hit rate 0.33% among 330,000; activation, % at 20 µM; CHO-XBP1 luciferase reporter, IRE1-XBP1 UPR activation, luminescence; percent of tunicamycin response, DMSO as zero;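 active = versus positive control, 20 µM dose yields 30% or more activation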;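 note: 100% = tunicamycin at 10 µg/mL and 0% = DMSO only wells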
#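 incubation = overnight seeding at 37 °C, 6 h compound treatment at 37 °C | assay system = CHO-XBP1 cells stably carrying IRE1-XBP1-driven luciferase reporter | input = 1000 cells per well | detection = luciferase luminescence | dosing = single point, 20 µM final compound, 1% DMSO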
# tim23-1 inh: tim23-1 yeast growth inhibition. S. cerevisiae tim23-1 growth, BacTiter-Glo luminescence, 24 h. inhibition, % at 20 µM. hit rate 1.3% among 330,000;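 active = growth inhibition of the mutant yeast at or above 50%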;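 note: temperature-sensitive mutant grown at 25 °C; plate controls were DMSO-treated mutant yeast for no effect and medium wells lacking yeast for full effect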
# UPR CHOP act: activators of apoptotic arm of unfolded protein response (CHOP); CHO-CHOP luciferase reporter, UPR activation, luminescence; percent of tunicamycin response over DMSO baseline; activation, % at 10 µM; hit rate 0.34% among 330,000;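 active = at 10 µM dose, activation of 40% or more, normalized to positive control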;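 note: 100% = tunicamycin at 10 µg/mL and 0% = DMSO alone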
#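 assay system = CHO CHOP reporter cells | amount = 500 CHO-CHOP cells per well | buffer or medium = F12 with 10% FBS | incubation = 16-18 h cell attachment, then 6 h compound exposure, 37 °C | detection = luminescence read with Steady-Glo | read-out = percent activation relative to tunicamycin control | controls = tunicamycin high control, DMSO low control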
# TIM10 inh: inhibits growth of TIM10 yeast strain | S. cerevisiae TIM10 strain growth, BacTiter-Glo luminescence, 24 h | inhibition, % at 10 µM | hit rate 1.4% among 330,000;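 active = inhibition of 40% or more at the single tested concentration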;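 note: wild-type TIM10 isogenic control strain grown at permissive 25 °C; 0% = DMSO yeast wells and 100% = minimal medium wells without yeast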
# CXCR6 inh: blocks human CXCR6 beta-arrestin recruitment; inhibition, % at 20 µM; hit rate 0.36% among 360,000; O00574; CHO-K1 PathHunter CXCR6 beta-arrestin, luminescence; in the data active = inhibition above about 34%, passing the limit was not always enough;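 note: antagonist mode with CXCL16 agonist at 10 nM final; 0% = 10 nM CXCL16 with DMSO and 100% = unstimulated wells without agonist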
# Target sequence (O00574 whole entry, looked up): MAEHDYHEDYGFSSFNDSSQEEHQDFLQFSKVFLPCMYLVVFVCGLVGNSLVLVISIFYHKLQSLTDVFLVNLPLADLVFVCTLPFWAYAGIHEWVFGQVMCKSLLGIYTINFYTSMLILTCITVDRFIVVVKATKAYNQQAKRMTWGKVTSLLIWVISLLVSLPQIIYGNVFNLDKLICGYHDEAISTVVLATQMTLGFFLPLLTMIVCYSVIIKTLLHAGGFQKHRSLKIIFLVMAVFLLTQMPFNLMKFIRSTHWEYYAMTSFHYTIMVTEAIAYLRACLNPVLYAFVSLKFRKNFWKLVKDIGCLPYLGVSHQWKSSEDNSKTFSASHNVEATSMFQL
# Mdm2-MdmX inh: inhibitors of human Mdm2/MdmX interaction; hit rate 3% among 330,000; inhibition, % at 8 µM; SaOS-2 split-luciferase Mdm2/MdmX complementation, luminescence;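 active = inhibition of at least 50% at 8 µM in the primary screen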
# tim10-1 inh: tim10-1 yeast growth inhibition | S. cerevisiae tim10-1 ts strain growth, BacTiter-Glo, 24 h | inhibition, % at 20 µM | hit rate 2.2% among 330,000 | AID 463190;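 active = inhibition of at least 40%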;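 note: mutant grown at 25 °C; 0% = DMSO wells with yeast and 100% = wells holding no yeast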
# An asterisk follows results filed as active. Only part of the results is shown; count on the stated rates, not on these rows.
# Value order: Mdm2-MdmX inh | APJ antag | tim23-1 inh | XBP1 UPR activ | CXCR6 inh | UPR CHOP act | TIM10 inh | tim10-1 inh | APJ agonist
CC(=O)n1cc([C@@H]2C=C(C(=O)Nc3ccccc3)O[C@H](OCc3ccc(CO)cc3)C2)c2ccccc21
→ 15 | -7 | 3 | 1 | 3 | -0.6 | -5 | 17 | 9
CCC(CC)NC(=O)CN1CCN(S(=O)(=O)c2cccs2)CC1
→ -22 | -26 | 23 | -3 | -6 | 0.1 | 3 | 9 | 8
Cc1nc2sc3c(c2c(=O)n1NC(=O)CCl)CCCC3
→ 15 | 7 | -5 | -2 | -1 | 1.1 | -19 | -7 | -2
CCOC(=O)c1c(NC(=O)CNCC(O)CO)sc(C)c1C (stereo not drawn)
→ 8 | 3 | 11 | -1 | -7 | -0.3 | -5 | 14 | -2
CCCN(C(=O)COc1ccc(C(C)=O)cc1OC)C1CCS(=O)(=O)C1 (stereo not drawn)
→ 13 | -10 | 3 | -2 | 4 | 1.8 | 3 | 22 | -4
Cc1nnc(SCCn2c(N3CCN(C)CC3)nc3c2c(=O)n(C)c(=O)n3C)s1
→ 21 | 8 | 2 | 2 | 2 | -3.3 | 0 | 13 | -4
CC1CCCCC1NC(=O)CN1C(=O)NC(C)(c2cc(F)ccc2F)C1=O (stereo not drawn)
→ -12 | 8 | 11 | -2 | 2 | 1.9 | 5 | 6 | -4
COc1ccc(C(=O)NC(=S)Nc2ccc(S(=O)(=O)Nc3cc(OC)ncn3)cc2)cc1
→ -12 | -2 | -35 | -5 | 2 | -1.2 | -25 | -47 | -3
Cc1ccc(S(=O)(=O)CC(=O)N2CCN(c3ccccc3F)CC2)cc1
→ 8 | -7 | 11 | -5 | 0 | 0.2 | 6 | 16 | -6
CC1CC(=O)Nc2ccccc2N1S(=O)(=O)c1ccccc1 (stereo not drawn)
→ -24 | 60* | 11 | 0 | -4 | -0.5 | 2 | -4 | 3
CN(CC(=O)Nc1ccccc1Br)C(=O)c1cc2c(s1)CCCCC2
→ -37 | -1 | 21 | 0 | -18 | 4.7 | 2 | 20 | -3
COc1cccc(-n2nc(-c3ccnn3-c3cccc(Cl)c3)c(=O)n(C)c2=O)c1
→ 2 | 11 | 10 | 2 | 2 | 2.5 | 9 | 20 | -3
O=C(CCSc1ccccc1)N1CCN(c2ccccc2)CC1
→ -75 | -31 | 26 | 4 | 7 | 7.6 | 13 | 19 | -4
O=C(c1cccc(F)c1)N1CCN(S(=O)(=O)c2ccccc2)CC1
→ 15 | 3 | 8 | -1 | -9 | -0.5 | 7 | 7 | -1
Cc1cc([N+](=O)[O-])ccc1NCc1ccc2c(c1)OCCO2
→ 7 | 11 | 15 | -2 | 11 | 3.0 | -1 | 1 | -2

# Full records as entered above. Order of screens: Mdm2-MdmX inh, APJ antag, tim23-1 inh, XBP1 UPR activ, CXCR6 inh, UPR CHOP act, TIM10 inh, tim10-1 inh, APJ agonist
# Profile of O=C(c1cccc(F)c1)N1CCN(S(=O)(=O)c2ccccc2)CC1 → 15, 3, 8, -1, -9, -0.5, 7, 7, -1
# Profile of CC(=O)n1cc([C@@H]2C=C(C(=O)Nc3ccccc3)O[C@H](OCc3ccc(CO)cc3)C2)c2ccccc21 → 15, -7, 3, 1, 3, -0.6, -5, 17, 9
# Profile of Cc1nnc(SCCn2c(N3CCN(C)CC3)nc3c2c(=O)n(C)c(=O)n3C)s1 → 21, 8, 2, 2, 2, -3.3, 0, 13, -4
# Profile of Cc1nc2sc3c(c2c(=O)n1NC(=O)CCl)CCCC3 → 15, 7, -5, -2, -1, 1.1, -19, -7, -2

# Single values from the results shown:
# APJ agonist result of `COc1cccc(-n2nc(-c3ccnn3-c3cccc(Cl)c3)c(=O)n(C)c2=O)c1` → -3
# UPR CHOP act result of `CCC(CC)NC(=O)CN1CCN(S(=O)(=O)c2cccs2)CC1` → 0.1

# More compounds.
# Value order: Mdm2-MdmX inh | APJ antag | tim23-1 inh | XBP1 UPR activ | CXCR6 inh | UPR CHOP act | TIM10 inh | tim10-1 inh | APJ agonist
O=C(CSc1nnc(-c2ccncc2)n1CC1CCCO1)Nc1ccccc1Cl (stereo not drawn)
→ 9 | 4 | -1 | 4 | -1 | 0.8 | -7 | 1 | -3
COC(=O)c1ccc(Cn2nnc3c(=O)[nH]c(C4CCN(S(=O)(=O)c5cc(C)ccc5C)CC4)nc32)cc1
→ 25 | 13 | 7 | -2 | 6 | 0.5 | 6 | 14 | -1
CCOc1ccc(NC(=O)CC(Cc2cc(C)cc(C)c2)C(=O)O)cc1 (stereo not drawn)
→ 18 | 3 | 6 | -3 | 4 | 0.2 | -9 | 4 | -2
COc1ccc(OCC(=O)N2CCN(C(=O)c3ccc(F)cc3)CC2)cc1
→ -25 | 8 | 1 | -5 | 8 | 0.9 | 9 | 7 | 0
Cc1[nH]nc2ncc(C(=O)c3cc(Cl)cc(Cl)c3O)cc12
→ 13 | 11 | 43 | 1 | 8 | 3.4 | 63* | 34 | -2
COCCn1c(SCc2ccc(C)cc2)nc2c1c(=O)[nH]c(=O)n2C
→ 2 | 5 | 18 | 4 | 6 | -0.4 | 18 | 8 | -1
O=C(CSc1nnnn1-c1ccccc1)CSc1nnnn1-c1ccccc1
→ 19 | 20 | 23 | -6 | 4 | -1.7 | 18 | 24 | 0
COCc1cc(CN2CCN(C)CC2)c(O)c2ncccc12
→ 7 | 24 | 10 | 5 | -18 | 4.5 | 4 | 6 | 3
O=C(CSc1nc(NS(=O)(=O)c2ccccc2)cc(=O)[nH]1)Nc1ccccc1C(F)(F)F
→ 22 | 8 | -10 | 2 | -9 | 0.4 | -9 | 7 | -4
Cc1ccc(C(=O)Nc2ccccc2C(=O)NCc2ccccc2)cc1
→ -25 | -1 | 44 | 1 | 0 | 1.2 | 48* | 47* | 1
Cc1ccn(CC(=O)N2CCCC(N3CCN(c4ccc(F)cc4)CC3)C2)n1 (stereo not drawn)
→ 15 | -21 | 1 | -4 | 5 | 2.5 | 2 | -1 | -5
COc1ccc(N(C(=O)c2cccnc2)S(=O)(=O)c2cc(OC)ccc2OC)cc1
→ 13 | -10 | 18 | -5 | -3 | 1.2 | 17 | 24 | 4
N=C1/C(=C\c2ccc(Br)o2)C(=O)N=C2SC(CC(=O)N3CCOCC3)=NN12
→ 6 | 17 | -14 | -2 | 9 | 0.0 | -6 | -1 | -2
Cc1nn(C)c(C)c1NS(=O)(=O)c1ccc(Cl)cc1
→ -5 | -2 | 12 | -4 | -5 | -1.5 | -1 | 8 | -3
COCC(=O)Nc1c(C(=O)Nc2ccccc2OC)oc2ccccc12
→ -1 | -6 | -3 | 3 | -5 | 1.6 | 12 | 22 | -3

# The results go on.
# Value order: Mdm2-MdmX inh | APJ antag | tim23-1 inh | XBP1 UPR activ | CXCR6 inh | UPR CHOP act | TIM10 inh | tim10-1 inh | APJ agonist
COc1ccc(NC(=O)[C@H](COCc2ccccc2)NC(=O)OC(C)(C)C)cc1
→ 3 | 10 | 8 | 0 | -3 | 0.7 | 15 | 16 | -4
CC(=O)Nc1cccc(C(=O)/C=C/c2ccc(C)cc2)c1
→ 57* | 13 | 40 | 17 | -3 | 5.5 | 24 | 25 | -1
O=C(Nc1ccccc1)c1cc(S(=O)(=O)N2CCCCC2)ccc1N1CCOCC1
→ -7 | -3 | 9 | -1 | 8 | -2.4 | 4 | 12 | -4
CCOc1ccccc1NC(=O)CSc1nnc(-c2cccnc2)o1
→ 7 | 2 | 11 | 1 | -2 | 0.4 | 11 | 39 | -8
CCOCC(=O)Nc1ccc(S(=O)(=O)N2CCC(c3nc4ccccc4[nH]3)CC2)cc1
→ -22 | 0 | 12 | -1 | -2 | -1.3 | -4 | 15 | 1
O=C(Cn1cnc([N+](=O)[O-])c1)Nc1cc(Oc2ccc(Cl)cc2Cl)cc([N+](=O)[O-])c1
→ 56* | 0 | 8 | -3 | 1 | -0.4 | -3 | 12 | 2
O=C1Nc2ccc(Br)cc2C1Cc1ccccc1F (stereo not drawn)
→ 33 | 2 | 22 | -2 | -7 | 1.5 | -12 | -22 | -2
CSC(=S)N(C)C1CCS(=O)(=O)C1 (stereo not drawn)
→ -6 | 0 | 7 | 1 | 0 | 0.0 | -5 | 0 | 3
Cc1ccc(-c2cc(C(=O)NCCCN3CCOCC3)no2)cc1
→ -11 | 8 | 8 | -6 | -7 | -6.3 | 12 | 5 | -4
CCOC(=O)c1c(C=O)c(C)n(Cc2ccc(C)cc2)c1C
→ 31 | 7 | 36 | 1 | 12 | 1.5 | 31 | 28 | -1
COc1ccc(CNC(=O)c2cncc(Br)c2)cc1
→ -34 | 8 | 6 | 2 | 2 | 0.2 | 6 | 10 | -1
CSc1nnc2c3cc(F)ccc3n(C)c2n1
→ 10 | 9 | 51* | 2 | -1 | 3.9 | 77* | 48* | -3
COc1ccc(C(=O)Nc2ccc(S(=O)(=O)NC(C)C)cc2)cc1
→ 7 | -5 | 5 | 0 | -1 | 3.7 | 15 | -7 | 0
COCCCN(Cc1ccco1)C(=O)Cn1ncc2c(=O)oc3ccc(C)cc3c21
→ -28 | -11 | 26 | -5 | -7 | 0.0 | 17 | 13 | -1
O=c1[nH]c(N2CCOCC2)nc2c1CCCC2
→ 9 | -9 | 20 | 3 | -4 | 1.5 | 6 | 1 | 4

# (next part)
# Value order: Mdm2-MdmX inh | APJ antag | tim23-1 inh | XBP1 UPR activ | CXCR6 inh | UPR CHOP act | TIM10 inh | tim10-1 inh | APJ agonist
COc1ccc(CCn2ccc(O)c(Cc3ccc(Cl)cc3Cl)c2=O)cc1OC
→ 4 | 6 | 6 | -5 | 1 | -0.8 | 8 | -6 | -3
O=C(NCc1ccccc1Cl)c1ccc(CSc2nc3ccncc3[nH]2)cc1
→ 17 | -25 | 14 | -4 | 0 | -1.1 | 1 | 8 | 3
Cc1ccc(C(=O)NCc2ccco2)cc1S(=O)(=O)N1CCCC1
→ 15 | 11 | 1 | 1 | 9 | -0.4 | 11 | 8 | 0
Cc1cccc(C)c1Nc1nnc(SCC(=O)c2ccc(Br)s2)s1
→ -46 | -3 | 52* | -5 | -4 | -2.6 | 36 | 39 | -1
O=C(Cn1cnc2ccccc21)Nc1ccccc1-c1ccccc1
→ -5 | -14 | 1 | -2 | 5 | 0.7 | -1 | -9 | -3
FC(F)(F)c1nnc2c(Sc3ccc(Cl)cc3)nc3ccccc3n12
→ 85* | 3 | -12 | 59* | -10 | 84* | 23 | 25 | 0
O=c1cc(-c2ccccc2)oc2ccccc12
→ -46 | -20 | 2 | 3 | 5 | 3.2 | -11 | -25 | -1
C/C(=N/NC(=O)c1ccccc1)C(=O)O
→ -14 | -2 | 9 | -3 | -5 | -0.3 | 1 | 0 | 2
CCC(C(=O)NCc1ccccc1OC)c1ccccc1 (stereo not drawn)
→ 17 | 12 | 25 | -5 | 4 | 0.5 | -1 | -7 | -3
CC(=O)Nc1ccc(S(=O)(=O)NCC2CCC(C(=O)NCc3ccccc3)CC2)cc1 (stereo not drawn)
→ 16 | 12 | 3 | -2 | -7 | 0.4 | 5 | 5 | -2

# Screening results from PubChem BioAssay.
